KCNH2 3.1 inh = KCNH2 3.1 (human) potassium channel inhibition; U2OS KCNH2 3.1, thallium flux FluxOr; hits give low values; activity change, % (tested at about 1.8 µM); 0.95% of 340,000 active;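 active = maximum activity change below -70%; inconclusive = maximum activity change from -70% to -50%; inactive = maximum activity change above -50%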;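 note: thallium influx rate constant from kinetic fluorescence after stimulation buffer; % is set by controls: 0 for no effect and ±100 for the full control effect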
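Virally transduced U2OS (3.1 isoform, 4 h infection in dark at RT) → overnight 37 C → FluxOr + Red40 in HBSS/HEPES, 45 min → stimulation buffer, 2 min kinetic read → rate constant vs DMSO controls.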
Coupling enz = coupling enzyme interference in Giardia aldolase counter-screen; 0.67% of 290,000 active; coupling enzyme system counterscreen, AmpLite Red fluorescence; activity change, negative = inhibition, % at 58.2 µM, hits read low; in the data active = activity change below about -30%; note: % is set by controls: 0 for no effect and ±100 for the full control effect
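First, compound is pin-transferred into glyceraldehyde-3-phosphate coupling-enzyme reagent at 57.5 uM final and held 10 min at RT. Next, substrate, coupling system and AmpLite Red are added. After 20 min RT, fluorescence (525/598 nm) is read.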
A-T KAP1 phos = potential ataxia-telangiectasia treatment; Potency, µM (highest dose often 57.5 µM), for inactives: at the top dose activation, actives largely listed as activators; 0.19% of 320,000 active; […] A-T fibroblasts, KAP-1 phosphorylation AlphaLISA; neocarzinostatin DNA damage 30 min before lysis; note: potency is the fitted concentration of half-maximal effect; % of control where 0% means no effect; nearly all actives have a fitted effect of over 45% in size
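hTERT-immortalized A-T patient fibroblasts ([…]), 500 cells/well in OPTI-MEM, 1% FBS, got compounds for 60 min, then NCS for 30 min at 37C. Lysates were then assayed for phospho-KAP-1 by AlphaLISA (anti-pKAP1 donor, anti-KAP1 acceptor beads), 6 hr at 25C.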
MBNL1 CUG block = MBNL1-poly(CUG) RNA binding inhibition | TR-FRET MBNL1-His/biotin-(CUG)12 binding, 665/545 ratio | Potency, µM (top dose mostly 57.5 µM), inactives show at the top dose activity change, negative = inhibition, hits mostly inhibitors | 0.036% of 280,000 active; active = well fitted inhibition curve with a large enough effect in the signal ratio, with a control signal flat, not every such curve was filed as active; inconclusive = small, poorly fitted or top-dose-only effect, or effect the other way, or a change in a side signal; inactive = no such curve, though single readings can be large or run the other way; the % refers to the signal ratio; note: potency is the fitted concentration of half-maximal effect; % is set by controls: 0 for no effect and ±100 for the full control effect
Target sequence (Q9NR56 whole entry, looked up): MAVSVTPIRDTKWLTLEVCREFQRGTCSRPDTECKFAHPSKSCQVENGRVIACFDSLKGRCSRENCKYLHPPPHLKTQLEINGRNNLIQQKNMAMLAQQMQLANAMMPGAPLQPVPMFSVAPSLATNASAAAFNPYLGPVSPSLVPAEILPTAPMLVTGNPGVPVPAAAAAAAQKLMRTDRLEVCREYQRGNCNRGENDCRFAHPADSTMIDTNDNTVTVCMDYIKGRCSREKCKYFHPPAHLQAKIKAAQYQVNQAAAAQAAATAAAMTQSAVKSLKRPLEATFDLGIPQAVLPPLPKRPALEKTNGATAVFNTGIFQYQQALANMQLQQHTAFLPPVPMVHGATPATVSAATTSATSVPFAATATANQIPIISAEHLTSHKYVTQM
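Inhibition of protein-RNA binding appears as loss of TR-FRET between terbium anti-His antibody on MBNL1-His and streptavidin-XL665 on biotin-(CUG)12. Activity is normalized to buffer-only and uninhibited-complex controls.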
hERG WT inh = KCNH2 (human, wildtype) channel inhibition; activity change, % at 1.84 µM; 0.37% of 340,000 active; Q12809; U2OS, BacMam KCNH2, thallium flux FluxOr; hits give low values;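 active = maximum activity change below -70%; inconclusive = maximum activity change between -70% and -50%; inactive = maximum activity change above -50%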; note: % is set by controls: 0 for no effect and ±100 for the full control effect
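U2OS cells transduced with wild-type KCNH2 virus are loaded with FluxOr dye for 45 min, and thallium flux is measured in kinetic reads before and after stimulation buffer. Rate constants are normalized to DMSO controls.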
ASM inhibitor = inhibitors of human secretory acid sphingomyelinase | placental ASM, HMU-PC fluorogenic substrate, 60 min | Potency, µM (highest dose often 57.5 µM), inactives show at the top dose activity change, negative = inhibition, actives largely listed as inhibitors | 0.006% of 340,000 active | AID 504937; note: potency is the fitted concentration of half-maximal effect
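Steps: dispense placental human ASM, pin compound, wait 10 min at room temperature, add HMU-PC0 substrate at 9 uM final, incubate 60 min at 37 °C, add stop solution raising pH to 10, read fluorescence.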
MLL CXXC-DNA inh = inhibitors of human MLL CXXC domain-DNA interaction. MLL-CXXC / FITC-HOXA9 DNA fluorescence polarization. Potency, µM (top dose mostly 115 µM), without a hit: at the highest dose activity change, negative = inhibition, most hits filed as inhibitors. 0.037% of 290,000 active; active = well fitted inhibition curve with a large enough effect in the polarisation, with a control signal flat, not every such curve was filed as active; inconclusive = small, poorly fitted or top-dose-only effect, or effect the other way, or a change in a side signal; inactive = no such curve, though single readings can be large or run the other way; the % refers to the polarisation; note: potency is the fitted concentration of half-maximal effect
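Purified MLL-CXXC (added from a 7 uM solution) was preincubated 5 min at ambient with pinned compounds in 50 mM Tris-HCl pH 7.5, 50 mM NaCl, 1 mM DTT, 0.05% BSA. Fluorescein-labeled HOX-A9 DNA (50 nM solution) followed, 30 min, then polarization read.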
GALK inhibitor = blocks human galactokinase activity; Purified GALK, Kinase-Glo residual ATP luminescence; Potency, µM (doses to about 57.5 µM), for inactives: at the top dose activity change, negative = inhibition, most hits filed as inhibitors; 0.007% of 270,000 active; note: potency is the fitted concentration of half-maximal effect; % is set by controls: 0 for no effect and ±100 for the full control effect
Target sequence (P51570 whole entry, looked up): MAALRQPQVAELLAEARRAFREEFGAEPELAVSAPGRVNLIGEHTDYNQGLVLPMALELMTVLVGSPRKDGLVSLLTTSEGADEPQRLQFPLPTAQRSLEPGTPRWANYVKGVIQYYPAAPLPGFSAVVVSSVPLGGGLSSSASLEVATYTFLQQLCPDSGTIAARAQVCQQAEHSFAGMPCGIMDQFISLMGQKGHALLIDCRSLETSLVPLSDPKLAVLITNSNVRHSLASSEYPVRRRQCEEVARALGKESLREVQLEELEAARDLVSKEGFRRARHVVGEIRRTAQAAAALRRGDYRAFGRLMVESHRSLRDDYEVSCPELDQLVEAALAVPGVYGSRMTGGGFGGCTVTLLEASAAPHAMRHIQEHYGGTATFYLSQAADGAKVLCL
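The enzyme phosphorylates galactose (100 uM) using ATP (35 uM); inhibition is detected as higher residual ATP, quantified by bioluminescence after 1 h reaction at room temperature, pH 8.0.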
TRPV1 ag = human TRPV1 agonism; Q8NER1; TRPV1-expressing cells, Fluo-8 calcium influx, agonist mode; activation, % at 8.33 µM; 0.19% of 320,000 active; in the data active = activation above about 80%; inconclusive = between about 30% and that limit; note: 0% is about no effect
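Cells expressing TRPV1 were dye-loaded with Fluo-8 and read kinetically: 10 s baseline, 3 min after compound (agonist portion), then 2 min after EC20 capsaicin (allosteric enhancer portion). Calcium-bound dye fluorescence at 480/520 nm.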
Integrin act MD = activators of alpha7 integrin expression for muscular dystrophy. 0.064% of 350,000 active. alpha7betagal myoblasts, beta-gal FDG fluorescence, 48 h. Potency, µM (highest dose often 38.3 µM), without a hit: at the highest dose activation, usual class: activators;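 note: potency is the fitted concentration of half-maximal effect; 100% = response of the positive control SU9516; nearly all actives have a fitted effect of over 60% in size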
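alpha7betagal+/- myoblasts (passage 13, 250/well) treated 48 h at 37C with compounds at 1:260 dilution of DMSO stock. Lysed, then beta-galactosidase activity read as FDG fluorescence (ex 480/em 540) after 30 min, with pre-read for autofluorescence.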
An asterisk follows results filed as active; ? = inconclusive; . = not tested or not shown; [ ] = remark or other dose. Unless noted, calls come from the whole dose curve; as a rule, active = well fitted curve in the direction sought with a large enough effect; inconclusive = small, poorly fitted or top-dose-only effect, or another doubt; inactive = no such curve, though single readings can be large; an effect the other way counts as inactive or inconclusive.

Structure,Coupling enz,A-T KAP1 phos,KCNH2 3.1 inh,hERG WT inh,MLL CXXC-DNA inh,MBNL1 CUG block,TRPV1 ag,Integrin act MD,GALK inhibitor,ASM inhibitor
NC(=O)CC(NC(=O)Cc1ccc(Cl)cc1)c1ccc(N2CCC(Cc3ccccc3)CC2)c([N+](=O)[O-])c1 (stereo not given),-1,-10%,4,-18,-3%,-4%,-2,-50%[inhibitor],.,-2%
C=CCC[C@H](Cc1ccc(F)cc1)C(=O)OC[C@@H](Cc1c[nH]c2ccccc12)NC(=O)[C@@H](CC=C)CC(=O)N[C@H](CO)Cc1ccccc1,.,0%,-13,-5,.,.,.,-4%,.,-7%
CC(C(=O)NC1CCCCC1)N1CCN(S(=O)(=O)c2cccs2)CC1 (stereo not given),.,12%,-6,1,.,.,3,5%,.,1%
O=C(CCCOc1ccccc1)n1nnc2ccccc21,1,24%,-9,0,13%,-5%,-2,19%,-1%,3%
CCOc1ccc(-c2nnc(SCC(=O)NC3CC3)o2)cc1,.,-1%,-5,0,.,.,3,-15%,.,1%
CC(=O)Nc1ccc(OCCC[n+]2ccccc2)cc1,1,-2%,-4,-2,-9%,-8%,0,13%,1%,-2%
CC1(C)CC(=O)C(C(c2ccc(Br)cc2)C2C(=O)CC(C)(C)CC2=O)C(=O)C1,3,0%,31,-1,-26%,-13%,1,21%,3%,0%
Cc1cc(C)n(CC(O)CN(c2ccccc2)S(=O)(=O)c2ccc3ccccc3c2)n1 (stereo not given),-3,8%,-11,5,3%,.,8,6%,0%,1%
O=C(NCc1ccccc1)C(c1ccc(F)cc1)N(C(=O)c1csnn1)C1CCCC1 (stereo not given),-1,5%,12,-1,-4%,1%,3,28%,-2%,1%
C/C(Cc1ccccc1)=N\NC(=O)CNC(=O)c1ccc(Cl)cc1Cl,3,-8%,4,-2,-6%,-4%,-6,10%,1%,2%
CCN1CCc2nc(NC(=O)Cc3ccc4c(c3)OCCO4)sc2C1,0,-10%,-13,6,-6%,-7%,-1,-2%,3%,6%
CCCNC(=O)c1ccc2nc(-c3ccccc3)c(-c3ccccc3)nc2c1,-2,-2%,-1,2,-2%,?,25,-6%,-4%,10%
CCOCCCNC(=O)C(Cc1ccccc1)NS(=O)(=O)c1ccc2c(c1)c(=O)n(C)c(=O)n2C (stereo not given),0,2%,13,-10,-3%,-21%,3,13%,0%,6%
CC(=O)c1ccc(N2CCN(C(=S)Nc3cc(C)ccc3C)CC2)cc1,-2,1%,-16,17,6%,56%[activator],?,0%,0%,0%
CNc1snc(C)c1C(=O)OCC(=O)c1cc(F)ccc1OC,.,-3%,21,0,.,.,4,0%,.,-1%
CCCCn1c(N)c(N(CCC(C)C)C(=O)C2=COCCO2)c(=O)[nH]c1=O,.,7%,6,2,-6%,0%,-1,0%,5%,0%
Cc1nnc(SCc2cc(=O)[nH]c(/N=C(\N)Nc3ccccc3Sc3ccccc3)n2)s1,1,5%,6,-6,-12%,6%,1,-14%,0%,0%
COC(=O)[C@@]1(C)[C@H]2C(=O)N(C)C(=O)[C@H]2[C@H]2CN=C(SCC(=O)c3ccccc3)N21,.,-1%,-1,-1,.,.,.,22%,.,-3%
Cc1sc2ncn(CC(=O)N(C)C3CCCCC3)c(=O)c2c1C,.,4%,1,-5,.,.,4,-23%,.,-2%
COc1cc(/C=C2\CCOC2=O)cc(OC)c1OC,6,1µM*,5,3,-5%,?,-10,6%,4%,-2%
COc1ccccc1-n1c(SCC(=O)NC2CCCCC2)nc2c(c1=O)SCC2,2,-2%,5,-8,-2%,11%,1,7%,1%,5%
CCOC(=O)c1cnc(-n2nc(C)cc2C)nc1N1CCOCC1,-7,1%,1,0,-13%,-3%,3,5%,-2%,2%
CN(CC(=O)Nc1ccc(N2CCOCC2)cc1)C(=O)C1CCCC1,3,3%,18,11,-1%,-2%,-1,0%,-2%,8%
C=CCSc1nc(=O)n2ccccc2n1,1,1%,7,-3,10%,0%,2,8%,-2%,0%
C=CCOC(=O)C1=C[C@H](c2ccccc2)[C@@H](CCCO)[C@H](OCC)O1,1,-5%,8,-2,-17%,0%,17,9%,1%,-3%
COc1ccccc1-c1nnc(SCc2nc3ccccc3s2)n1C,1,10%,-3,1,16%,-4%,3,3%,-2%,6%
Cc1cc[n+](CC(=O)N2CCCc3ccccc32)cc1,-12,4%,-1,-13,8%,-12%,5,-20%,0%,-5%
O=C(NCc1ccc2c(c1)OCO2)c1ccc(N2CCCCCC2)c([N+](=O)[O-])c1,-1,-10%,-9,0,7%,17%,9,4%,-2%,-8%
COc1ccc(S(=O)(=O)NC(N)=NCCc2ccccc2OC)cc1,0,3%,-3,1,-1%,6%,0,20%,1%,4%
COc1cc(C(=O)NCC(=O)OCc2cc(=O)oc3c(C)c(C)ccc23)cc(OC)c1OC,6,2%,21,6,41%[activator],2%,1,14%,0%,-1%
O=[N+]([O-])c1cccc(S(=O)(=O)Nc2ccc(-c3ccc(N4CCOCC4)nn3)cc2)c1,.,17%,20,-2,.,.,1,-22%,.,-5%
O=C(NC1CCCCC1)c1ccc(CS(=O)Cc2ccccc2Cl)o1 (stereo not given),.,-11%,-6,0,2%,6%,-1,-26%,-4%,2%
O=C1/C(=C/c2cccs2)SC(=S)N1C1CCS(=O)(=O)C1 (stereo not given),-1,-6%,-5,3,-8%,?,-2,-46%[inhibitor],0%,-18%
CCCCn1c2ccc(C)cc2c2nnc(SCCN3CCCCC3)nc21,0,-2%,3,13,-3%,18%,10,-48%[inhibitor],.,-10%
Cc1ccc(C(=O)NC2CCCC2)s1,.,-2%,0,14,-6%,-4%,3,0%,0%,4%
Cc1nc(COc2ccc(C(=O)NCc3ccccc3CN3CCCCC3)cc2)cs1,.,8%,-8,25,.,.,-10,-31%,.,-1%
Cc1ccc(S(=O)(=O)Nc2ccccc2C(=O)Nc2nc(-c3ccc(F)cc3)cs2)cc1,-4,?,14,-4,?,-4%,2,-58%[inhibitor],-12%,163%[activator]
Oc1ccccc1C(=S)N1CCN(c2cccc(Cl)c2)CC1,5,10%[11.5 µM],-20,-7,2%,3%,2,11%,1%,-6%
CC1(C)CC(=O)c2cn3nc(C(F)(F)F)nc3nc2C1,-1,1%,-3,0,0%,2%,-5,5%,0%,4%
CCOc1cc(N2CCOCC2)c(OCC)cc1NC(=S)NCCCOC,-27,-3%,-1,-9,-3%,-7%,-3,6%,1%,-2%
O=C(c1ccccc1)c1cccc(NC(=O)c2ccco2)c1,0,9%,10,-8,-4%,7%,?,-13%,-5%,-1%
COc1nc(-c2ccccc2)cc(-c2ccccc2)n1,0,?,-4,19,-1%,-11%,?,-7%,-3%,-8%
CCOC(=O)C1CCN(C(=O)C2CCN(S(=O)(=O)c3ccc4ccccc4c3)CC2)CC1,2,7%,-5,-2,?,6%,1,0%,-4%,-3%
CCOc1ccc(N(CC(=O)Nc2cccc(N(C)S(C)(=O)=O)c2)S(=O)(=O)c2ccccc2)cc1,-4,1%,5,6,-5%,3%[11.5 µM],3,6%,.,-1%
CCOC(=O)c1cccc2c(=O)c(C(=O)c3ccc(Cl)cc3)c(C(=O)OC)[nH]c12,1,0%,2,-3,13%,8%,1,14%,0%,9%
COc1ccc(S(=O)(=O)N2CCCCC2)cc1NC(=O)C1CC(=O)N(Cc2ccco2)C1 (stereo not given),.,21%,-6,0,.,.,.,-11%,.,-1%
O=C(NCC1CCCO1)c1ccc(Cl)c(S(=O)(=O)N2CCCCC2)c1 (stereo not given),-2,7%,6,-4,?,-4%,7,-7%,6%,-1%
O=C(CCc1ccccc1)NNC(=O)c1ccc(NC(=O)c2ccccc2)cc1,0,3%,1,-7,6%,.,-4,5%,1%,-5%
O=P(COc1ccccc1)(c1ccccc1)c1ccccc1,0,8%,-6,-6,0%,3%,3,-1%,-1%,-1%
COc1cccc(NC(=O)CSc2nc3ccccc3c(=O)n2CCCC(=O)NCCCN2CCOCC2)c1,3,2%,-23,6,3%,-2%,-2,-40%,6%,-4%
COc1cc(CNC2CCCCCC2)cc(OC)c1O,1,11%,-2,-8,20%,-1%,-1,1%,6%,4%
CC(C)C(NC(=O)c1ccccc1NC(=O)c1ccccc1)C(=O)NNC(=O)c1ccncc1 (stereo not given),0,2%,7,-11,-5%,-3%,0,10%,2%,-1%
CN(C)S(=O)(=O)c1cccc(NC(=O)CCCc2nc3ccccc3c(=O)[nH]2)c1,.,3%,6,-4,.,.,-2,21%,.,3%
